# Screening data from PubChem.
# EPAC2 antag: qHTS for Antagonist of cAMP-regulated guanine nucleotide exchange factor 2 (EPAC2): primary screen; 360,000 compounds, 0.18% hits; Potency, µM (top dose mostly 114 µM), for the others: at the highest dose activity, negative = inhibition, hits mostly inhibitors; EPAC2 GEF exchange of Rap1B-BODIPY-GDP, fluorescence; note: % is set by controls: 0 for no effect and ±100 for the full control effect; nearly all actives have a fitted effect of over 45% in size; many of its hits are not listed in these tables
# FUS suppressor: qHTS for Suppressors of FUS Proteinopathy: Primary screen using FUS-linked yeast assay; S. cerevisiae FUS-expressing, growth rescue, OD600, 24 h; Potency, µM (top dose mostly 76.6 µM), inactives show at the highest dose growth rescue (activation), actives largely listed as activators; 390,000 compounds, 0.24% hits;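 note: plate controls were DMSO vehicle for no effect and reference control for full effect; nearly all actives have a fitted effect of over 55% in size; some results filed as inactive show a strong effect at the top dose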
#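 S. cerevisiae expressing FUS from galactose induction served as the toxicity model. Growth after 24hr at 30C, read as absorbance at 600 nm, indicates suppression of toxicity; compounds dosed at several concentrations.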
# PTHR1 ag: qHTS for PTHR1 Agonists: Primary Screen | HEK293 GP2 PTHR1 cells, GloSensor cAMP luminescence, 1 h | Potency, µM (highest dose often 115 µM), for inactives: at the top dose activation, usual class: activators | 410,000 compounds, 0.075% hits | AID 743266, 2014; note: nearly all actives have a fitted effect of over 55% in size; some results filed as inactive show a strong effect at the top dose; inactives centre near -15; many of its hits are not listed in these tables
#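 HEK-293-derived GP2 cells expressing PTHR1 and a GloSensor cAMP reporter, 3,000/well, plated overnight, given luciferin plus IBMX (each 0.5 mM as added) for 1 h at 37 °C, then compound for 1 h at 37 °C. Luminescence was read after 15 min at room temperature.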
# EPAC2 agonist: qHTS for Agonist of cAMP-regulated guanine nucleotide exchange factor 4 (EPAC2): primary screen; EPAC2 activation, biochemical qHTS; response scale: 100% = 6.5 mM cAMP response; Potency, µM (titrated, usually from 154 µM), inactives show top-dose activation, usual class: activators; 360,000 compounds, 0.079% hits; AID 720711, 2013; note: nearly all actives have a fitted effect of over 50% in size
#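 qHTS, titration series. 100 nM EPAC2 / 250 nM Rap1B-BODIPY-GDP / 50 uM GDP; RT; ex 480/em 540 nm, 5-min reads to 30 min. Norm. to 6.5 mM cAMP = activation.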
# TDP-43 yeast inh: qHTS of TDP-43 Inhibitors. 410,000 compounds, 1.8% hits. TDP-43 expressing yeast growth rescue, BacTiter-Glo, 24 h. Potency, µM (doses to about 46.1 µM), without a hit: top-dose growth rescue (activation), actives largely listed as activators; note: % of control where 0% means no effect; nearly all actives have a fitted effect of over 50% in size
#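 Galactose-induced TDP-43 yeast, OD600=0.02, compound pinned; 24 hr, 30 deg C; BacTiter-Glo luminescence for growth. Inhibitors of TDP-43 toxicity read as activators.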
# EPAC1 antag: qHTS for Antagonist of cAMP-regulated guanine nucleotide exchange factor 3 (EPAC1): primary screen | AID 720709, 2013 | EPAC1 GEF assay, Rap1b-BODIPY-GDP exchange fluorescence | Rap guanine nucleotide exchange factor 3 (Homo sapiens), O95398 | 360,000 compounds, 0.14% hits | Potency, µM (top dose mostly 115 µM), without a hit: at the top dose activity change, negative = inhibition, actives largely listed as inhibitors;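 note: plate controls were vehicle for no effect and positive control for full effect; nearly all actives have a fitted effect of over 50% in size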
# Target sequence (O95398 whole entry, looked up): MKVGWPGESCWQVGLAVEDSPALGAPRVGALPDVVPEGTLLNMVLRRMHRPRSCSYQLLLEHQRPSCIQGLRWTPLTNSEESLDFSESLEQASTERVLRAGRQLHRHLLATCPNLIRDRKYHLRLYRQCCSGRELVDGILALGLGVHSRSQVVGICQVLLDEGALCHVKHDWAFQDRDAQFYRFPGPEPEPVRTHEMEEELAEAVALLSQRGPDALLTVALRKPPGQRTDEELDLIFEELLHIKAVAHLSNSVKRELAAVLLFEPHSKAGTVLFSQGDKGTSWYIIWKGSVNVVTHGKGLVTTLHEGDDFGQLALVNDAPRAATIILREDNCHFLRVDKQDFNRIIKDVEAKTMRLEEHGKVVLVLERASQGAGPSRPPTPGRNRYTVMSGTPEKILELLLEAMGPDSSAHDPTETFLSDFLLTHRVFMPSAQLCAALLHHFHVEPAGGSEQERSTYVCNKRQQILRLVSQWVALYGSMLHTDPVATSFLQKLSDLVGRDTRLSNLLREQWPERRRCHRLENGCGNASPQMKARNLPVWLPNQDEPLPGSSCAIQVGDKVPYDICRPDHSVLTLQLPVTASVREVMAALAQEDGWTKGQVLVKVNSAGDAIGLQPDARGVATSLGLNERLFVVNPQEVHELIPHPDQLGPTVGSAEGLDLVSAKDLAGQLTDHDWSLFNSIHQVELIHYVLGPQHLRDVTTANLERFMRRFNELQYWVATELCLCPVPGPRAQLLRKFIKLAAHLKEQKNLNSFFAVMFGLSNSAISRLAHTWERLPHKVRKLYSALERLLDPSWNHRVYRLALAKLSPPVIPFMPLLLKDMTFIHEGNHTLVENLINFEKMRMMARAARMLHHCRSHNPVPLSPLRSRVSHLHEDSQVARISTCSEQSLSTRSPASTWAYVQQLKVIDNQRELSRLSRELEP
# aSyn rescue: qHTS of alpha-syn Inhibitors | Yeast expressing alpha-synuclein, growth rescue, BacTiter-Glo, 24 h | Potency, µM (series often up to 46.1 µM), for inactives: at the top dose growth rescue (activation), usual class: activators | 370,000 compounds, 0.14% hits | AID 652106, 2013; note: % of control where 0% means no effect; nearly all actives have a fitted effect of over 65% in size
#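 Readout is rescue of growth in alpha-synuclein-expressing yeast, so inhibitors of toxicity appear as activators. Growth after 24 hr at 30 deg C in galactose medium is quantified by luminescence.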
# EPAC1 ag: qHTS for Agonist of cAMP-regulated guanine nucleotide exchange factor 3 (EPAC1): primary screen. Potency, µM (highest dose often 154 µM), for the others: at the top dose activation, actives largely listed as activators. EPAC1 agonist qHTS, biochemical assay; response scale: 100% = response to 6.5 mM cAMP. AID 720707, 2013. 360,000 compounds, 0.073% hits; note: nearly all actives have a fitted effect of over 60% in size
#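 EPAC1 100 nM, Rap1B–BODIPY-GDP 250 nM, unlabeled GDP 50 uM; compound titration; 5 min RT; kinetic read ex480/em540 at 5-min intervals ×30 min; data normalized to 6.5 mM cAMP agonist control.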
# An asterisk follows results filed as active; i = inactive; ? = inconclusive; / = no result given; & = joins results of further samples; [ ] = another dose, or the depositor's remark. Calls come from the whole dose curve; as a rule, active = well fitted curve in the direction sought with a large enough effect; inconclusive = small, poorly fitted or top-dose-only effect, or another doubt; inactive = no such curve, though single readings can be large; an effect the other way counts as inactive or inconclusive. Potency is the fitted concentration of half-maximal effect. A portion of the library. The share of hits here may be higher or lower than overall.
# Field names – A = EPAC2 antag; B = FUS suppressor; C = PTHR1 ag; D = EPAC2 agonist; E = TDP-43 yeast inh; F = EPAC1 antag; G = aSyn rescue; H = EPAC1 ag
COc1cc(OC)cc(-c2nnc(NC(=O)CCS(=O)(=O)c3ccc(C)cc3)o2)c1
  A: -12% | B: 36% | C: -62%[inhibitor] | D: 6% | E: -20% | F: -23% | G: 4% | H: 3%

COc1ccc(C(=S)N2CCN(c3ccccc3C)CC2)cc1
  A: -15% | B: 10% | C: -10% | D: 7% | E: 29% | F: -2% | G: -2% | H: 5%

O=C(COC(=O)CCN1C(=O)c2cccc([N+](=O)[O-])c2C1=O)NCc1ccccc1
  A: 2% | B: -29% | C: ? | D: -5% | E: 11% | F: -7% | G: 2% | H: 5%

CN(C)C(=S)Nc1ccc(Cc2ccncc2)cc1
  A: -1% | B: -21% | C: i | D: 2% | E: 8% | F: -3% | G: 6% | H: 4%

CCC(C)n1nccc1NC(=O)C(C)OC(=O)c1cc2ccccc2[nH]1 (centres undefined)
  A: 1% | B: 20% | C: -31%[inhibitor] | D: -9% | E: -8% | F: -9% | G: -7% | H: -6%

CCCCc1nnc(NC(=O)Cc2ccc(S(=O)(=O)N3CCOCC3)s2)s1
  A: 4% | B: 1% | C: i | D: 7% | E: 9% | F: -2% | G: 1% | H: 13%

COc1cc(C(=O)NCCC(C)C)c([N+](=O)[O-])cc1OC
  A: 20% | B: -2% | C: i | D: 4% | E: -5% | F: 14% | G: 0% | H: -2%

COc1ccc(NC(=O)Cc2nnc(SCC(=O)c3ccc(F)cc3)n2C)cc1
  A: 2% | B: 27% | C: i | D: 5% | E: -11% | F: -10% | G: 2% | H: 4%

CC(=O)NC(CCS(C)(=O)=O)C(=O)Nc1cccc(C)c1 (centres undefined)
  A: 3% | B: -22% | C: i | D: 20% | E: 0% | F: -21% | G: -3% | H: 2%

CC(NC(=O)Nc1cccc(F)c1)c1ccc2c(c1)OCO2 (centres undefined)
  A: -15% | B: 2% | C: i | D: 20% | E: 6% | F: -17% | G: 1% | H: 10%

COc1ccc(C(=O)N(C)Cc2ccccc2F)cc1S(=O)(=O)N1CCCC1
  A: -5% | B: 2% | C: -6% | D: 0% | E: -4% | F: 6% | G: -4% | H: -7%

Cc1c(N2C(=O)c3ccccc3C2=O)c(=O)n(-c2ccccc2)n1C
  A: -12%[57.1 µM] | B: 0% | C: 0%[57.5 µM] | D: 1% | E: -4% | F: -16% | G: -2% | H: -5%

COc1ccccc1-n1ccnc1SCC(=O)NC(C)(C)C
  A: -2% | B: 3% | C: i | D: 1% | E: -1% | F: 8% | G: -2% | H: 3%

CCN(C(=O)C1CCN(S(=O)(=O)c2cccc3nonc23)CC1)c1ccccc1
  A: 5% | B: 1% | C: 0% | D: 12% | E: 13% | F: -9% | G: 2% | H: -4%

O=C(NNC(=O)c1ccc(Br)o1)c1csc(N2CCOCC2)n1
  A: 5% | B: -4% | C: i | D: 0% | E: -9% | F: -35% | G: -6% | H: -4%

Cc1cccc(N2CCN(C(=S)Nc3ccc4nc(N5CCOCC5)cc(C)c4c3)CC2C)c1 (centres undefined)
  A: -3% | B: 21% | C: i | D: -7% | E: 4% | F: 11% | G: 0% | H: 12%

O=C1CC(c2ccccc2)=NN1c1nc(-c2ccccc2)cs1
  A: 2% | B: -23% | C: -31%[inhibitor] | D: 3% | E: -93%[inhibitor] | F: ? | G: -63%[inhibitor] | H: -10%

Cc1cc(C)n(S(=O)(=O)c2ccccc2[N+](=O)[O-])n1
  A: 13% | B: -24% | C: i | D: 5% | E: 8% | F: 3% | G: -7% | H: -1%

CC(=O)Cc1cc(O)c2ccccc2c1OC(=O)c1ccc(Br)cc1
  A: 5% | B: 14% | C: -1% | D: -11% | E: 9% | F: 8% | G: 4% | H: -2%

CC(=O)c1cccc(-c2ccnc3c2CC(C(=O)Nc2cccc(NS(C)(=O)=O)c2)O3)c1 (centres undefined)
  A: 6% | B: -15% | C: -7% | D: 4% | E: 0% | F: 4% | G: -6% | H: 0%

COc1ccc(CC(=O)Nc2nc(C)cs2)cc1OC
  A: 4% | B: 10% | C: -25% | D: -8% | E: -4% | F: -4% | G: -12% | H: -7%

O=C(c1cnsn1)N1CCCC(Nc2ccc(F)c(F)c2)C1 (centres undefined)
  A: -8% | B: 10% | C: i | D: 7% | E: ? | F: -16% | G: 1% | H: -7%

O=C(NCCCc1ccccc1)[C@@H]1Cc2ccccc2CN1
  A: 5% | B: 13% | C: i | D: -4% | E: -17% | F: -5% | G: 3% | H: 3%

O=C(COc1ccc(-n2cnnn2)cc1)Nc1ccc(F)c(Cl)c1
  A: 0% | B: -2% | C: i | D: 2% | E: 0% | F: 10% | G: 4% | H: 11%

Cc1ccc(S(=O)(=O)N2[C@@H](c3ccc(Cl)cc3)C(C(=O)O)=CC[C@H]2c2ccc3c(c2)OCO3)cc1
  A: -15% | B: 32% | C: -47% | D: -2% | E: 49% | F: -6% | G: -22% | H: 2%

Cn1c(-c2ccc(N)cc2)nc2ccccc21
  A: -1% | B: -16% | C: i | D: 4% | E: -13% | F: 0% | G: -1%&-6% | H: 5%

CC1(c2ccccc2)NC(=O)N(CC(=O)Nc2ccc3c(c2)CCC3)C1=O (centres undefined)
  A: 6% | B: -29% | C: i | D: -6% | E: 15% | F: -18% | G: 0% | H: -7%

CCC(C)NC(=O)c1cn(CC)c2ccc(S(=O)(=O)N3CCCCCC3)cc2c1=O (centres undefined)
  A: -1% | B: -9% | C: -9% | D: 9% | E: -5% | F: -8% | G: 1% | H: 3%

O=C(CC(NC(=O)OCc1ccccc1)C(=O)OCc1ccccc1)OCc1ccccc1 (centres undefined)
  A: 0% | B: / | C: i | D: 10% | E: 2% | F: -7% | G: 1% | H: 16%

C=CCNc1nc(-c2ccc(OC)cc2OC)cs1
  A: -3% | B: 34% | C: -25%[57.5 µM] | D: 9% | E: -9% | F: 12% | G: -17% | H: 6%

NC(=O)c1cccc(-c2ccnc3c2CC(C(=O)NCC2CC2)O3)c1 (centres undefined)
  A: -11% | B: -5% | C: i | D: 8% | E: 19% | F: -3% | G: -3% | H: -8%

Cc1onc(-c2ccccc2Cl)c1C(=O)NCc1nnnn1-c1ccc(F)cc1
  A: 3% | B: 10% | C: -27% | D: 3% | E: 20% | F: -7% | G: 6% | H: 2%

O=C1c2ccccc2[C@@H]2C[C@@H](O)[C@H](Nc3cccc(Cl)n3)CCN12
  A: -2% | B: -12% | C: -6% | D: 2% | E: 19% | F: -3% | G: 0% | H: 16%

CCc1ccc(Nc2ncc3c(n2)CC(C)(C)CC3=O)cc1
  A: -27% | B: 6% | C: -6% | D: -15% | E: ? | F: -10% | G: -2% | H: -9%

COc1ccc(OC)c(CCNC(=O)CCn2ccc3cc(S(=O)(=O)N4CCCC4)ccc32)c1
  A: -1% | B: 5% | C: i | D: 7% | E: 7% | F: 9% | G: -1% | H: 16%

CCCn1c2c(c(O)c(C(=O)Nc3nc4ccccc4s3)c1=O)CCCC2
  A: 2% | B: 20% | C: ? | D: 2% | E: -31% | F: -18% | G: -3% | H: -9%

CCN(C(=O)Cn1c(Cl)nc2c1c(=O)n(C)c(=O)n2C)C1CCCCC1
  A: 2% | B: 5% | C: i | D: 5% | E: -15% | F: -5% | G: -11% | H: 1%

Cc1ccn2c(c1)nc(=S)n2C(=O)c1ccccc1
  A: 6% | B: -3% | C: -36%[inhibitor] | D: -1% | E: -6% | F: 6% | G: -6% | H: 9%

O=S(=O)(Nc1ccc(-n2cccc2)cc1)c1ccc(Cl)cc1Cl
  A: -14% | B: 42% | C: -32% | D: 6% | E: -6% | F: -8% | G: -9% | H: 18%

COc1cc(SC)ccc1C(=O)Nc1cccc(S(=O)(=O)NC2=NCCCCC2)c1
  A: -14% | B: 37% | C: -27% | D: 2% | E: -7% | F: -14% | G: -1% | H: -13%

# Single records (already shown). Order of values: EPAC2 antag | FUS suppressor | PTHR1 ag | EPAC2 agonist | TDP-43 yeast inh | EPAC1 antag | aSyn rescue | EPAC1 ag
# COc1ccc(OC)c(CCNC(=O)CCn2ccc3cc(S(=O)(=O)N4CCCC4)ccc32)c1 as listed: -1% | 5% | i | 7% | 7% | 9% | -1% | 16%
# NC(=O)c1cccc(-c2ccnc3c2CC(C(=O)NCC2CC2)O3)c1 (centres undefined) as listed: -11% | -5% | i | 8% | 19% | -3% | -3% | -8%
# COc1cc(SC)ccc1C(=O)Nc1cccc(S(=O)(=O)NC2=NCCCCC2)c1 as listed: -14% | 37% | -27% | 2% | -7% | -14% | -1% | -13%
# CCc1ccc(Nc2ncc3c(n2)CC(C)(C)CC3=O)cc1 as listed: -27% | 6% | -6% | -15% | ? | -10% | -2% | -9%

# More entries follow:
# Field names – A = EPAC2 antag; B = FUS suppressor; C = PTHR1 ag; D = EPAC2 agonist; E = TDP-43 yeast inh; F = EPAC1 antag; G = aSyn rescue; H = EPAC1 ag
CCC(=O)N(C)CCc1cc2c(c(OC)c1/C=N/NC(=O)c1ccccc1O)OCO2
  A: 3% | B: -24% | C: -8% | D: -6% | E: ? | F: 2% | G: 3% | H: -9%

CC1CN(Cc2ccccc2)c2ccccc2NC1=S (centres undefined)
  A: -15% | B: / | C: -25% | D: 11% | E: ? | F: -4% | G: -30% | H: 15%

CSc1nc(N)n2nc(C(C)(C)C)cc2n1
  A: -2% | B: -16% | C: i | D: 6% | E: 18µM* | F: 5% | G: -15% | H: 2%

Cc1ccc(C(=O)Cn2nnc3ccccc32)cc1[N+](=O)[O-]
  A: 2% | B: 3% | C: -19% | D: 13% | E: 27% | F: -4% | G: 1% | H: 4%

CC1(C)c2ssc(=S)c2-c2ccccc2N1C(=O)CSC1=NCCS1
  A: -5% | B: 30% | C: 13%[57.5 µM] | D: 8% | E: 35µM* | F: -1% | G: 14% | H: 17%

COc1ccc(CCn2c(SCC(=O)Nc3cc(C)on3)nc3ccsc3c2=O)cc1OC
  A: 0% | B: 39% | C: -26% | D: -7% | E: -12% | F: 9% | G: 5% | H: 1%

CCN(CC)S(=O)(=O)c1ccc(N2CCN(C)CC2)c(NC(=O)COc2ccc(F)cc2Cl)c1
  A: 8% | B: 10% | C: i | D: 8% | E: -14% | F: 12% | G: 6% | H: 2%

O=C(NC1CC1)C1CCN(C2CCN(C(=O)CSc3ccccc3)CC2)CC1
  A: 1% | B: -24% | C: i | D: 4% | E: 10% | F: 18% | G: 3% | H: 8%
